RGS12 GoLoco inh – RGS12 GoLoco-Gai1 interaction inhibition; P63096; Gai1:RGS12 GoLoco peptide FP, rhodamine, 10 min; Potency, µM (series often up to 61.6 µM), without a hit: top-dose activity, negative = inhibition, hits mostly inhibitors; 230,000 tested, 0.44% active; AID 880; active means well fitted inhibition curve with a large enough effect, not every such curve was filed as active; inactive means no such curve, though single readings can be large or run the other way; further: on the % scale 0 is the no-effect control and ±100 the full control effect; nearly all actives have a fitted effect of over 30% in size; many of its hits are not listed in these tables
Target sequence (P63096 whole entry, looked up): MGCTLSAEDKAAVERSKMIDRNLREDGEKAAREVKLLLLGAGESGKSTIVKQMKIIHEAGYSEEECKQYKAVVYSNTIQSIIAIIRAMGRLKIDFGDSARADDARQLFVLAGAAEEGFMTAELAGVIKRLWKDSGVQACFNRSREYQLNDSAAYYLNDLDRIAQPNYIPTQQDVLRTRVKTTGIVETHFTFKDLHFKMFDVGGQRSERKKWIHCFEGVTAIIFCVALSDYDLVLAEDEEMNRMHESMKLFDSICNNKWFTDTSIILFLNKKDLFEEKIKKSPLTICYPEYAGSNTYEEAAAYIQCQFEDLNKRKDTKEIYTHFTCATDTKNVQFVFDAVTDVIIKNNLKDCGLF
KinaseGlo FLuc – Kinase-Glo luciferase inhibition (counter-screen) | Q27757 | Kinase-Glo luciferase, ATP luminescence, 8 min | Potency, µM (top dose mostly 38.3 µM), inactives show at the top dose activity change, negative = inhibition, usual class: inhibitors | 200,000 tested, 0.28% active | AID 1379; further: on the % scale 0 is the no-effect control and ±100 the full control effect; nearly all actives have a fitted effect of over 60% in size
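Recombinant Kinase-Glo luciferase, 10 uM ATP (linear range), luciferin; imidazole pH 7.2 / KCl / MgCl2 / Tween / BSA buffer; 8 min RT; luminescence.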
RECQ1 helicase – RECQ1 (human) helicase inhibition; P46063; 240,000 tested, 0.54% active; RECQ1 DNA unwinding, red fluorescence kinetic read; Potency, µM (series often up to 57.3 µM), without a hit: at the top dose activity, negative = inhibition, hits mostly inhibitors;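 further: plate controls were vehicle for no effect and no enzyme for full effect; nearly all actives have a fitted effect of over 30% in size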
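RECQ1T1 50 nM; forked duplex (20 bp + 30-nt ss tails) 200 nM, ATP 2 mM final; pH 8.0, 2 mM MgCl2, 2.5 ug/ml poly(dI-dC); 15 min compound preincubation; discontinuous kinetic read over 2 h at RT.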
JMJD2E inh – inhibitors of human JMJD2E histone demethylase. B2RXH2. Potency, µM (titrated, usually from 57.1 µM), without a hit: at the highest dose activity change, negative = inhibition, usual class: inhibitors. JMJD2E catalytic domain, FDH-coupled NADH fluorescence (FDH is formaldehyde dehydrogenase). 230,000 tested, 1.6% active; active means well fitted inhibition curve with a large enough effect, not every such curve was filed as active; inconclusive means small, poorly fitted or top-dose-only effect, or another doubt; inactive means no such curve, though single readings can be large or run the other way;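 further: 0% = wells with enzyme and -100% = buffer wells without enzyme; nearly all actives have a fitted effect of over 50% in size; many of its hits are not listed in these tables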
Target sequence (B2RXH2 1-337 limits assumed): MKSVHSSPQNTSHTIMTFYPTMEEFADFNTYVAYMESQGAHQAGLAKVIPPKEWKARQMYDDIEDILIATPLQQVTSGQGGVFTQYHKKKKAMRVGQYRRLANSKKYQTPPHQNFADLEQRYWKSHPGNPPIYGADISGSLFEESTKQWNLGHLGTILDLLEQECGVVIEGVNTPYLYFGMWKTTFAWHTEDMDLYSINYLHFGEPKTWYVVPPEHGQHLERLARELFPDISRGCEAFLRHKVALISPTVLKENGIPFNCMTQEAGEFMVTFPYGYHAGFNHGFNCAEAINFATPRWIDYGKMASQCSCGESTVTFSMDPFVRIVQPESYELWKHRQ
Epigenetic derep – epigenetic control regulation, reporter derepression. murine LDR cells, GFP reporter derepression, 30 h. 280,000 tested, 0.2% active. Potency, µM (series often up to 53.9 µM), for inactives: at the top dose GFP activation, most hits filed as activators; further: % of control where 0% means no effect; nearly all actives have a fitted effect of over 60% in size
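Readout is the number of GFP-expressing murine LDR cells, counted by cytometry following washing. Cells were treated with compound for 30 h at 37 C; the stably integrated CMV-GFP locus is normally silent.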
SMN2 splice up – SMN2 splice variant enhancement; HEK293 SMN2-luciferase splicing reporter, luminescence, 30-36 h; Potency, µM (highest dose often 46.1 µM), inactives show at the top dose activity change, positive = activation, actives largely listed as activators; 210,000 tested, 2.8% active; further: % of control where 0% means no effect; nearly all actives have a fitted effect of over 55% in size
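HEK293 cells carry an SMN2 minigene-luciferase reporter in which exon 7 inclusion puts luciferase in frame. Cells were seeded at 2000 cells/well, attached for 10-12 hours, then exposed to compounds for 30-36 hours at 37C before ONE-Glo luminescence.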
IMPase Li inh – cell-permeable IMPase inhibitors with lithium potentiation; Potency, µM (titrated, usually from 59.4 µM), without a hit: at the highest dose activity, negative = IMPase inhibition, most hits filed as inhibitors; CHO-M1 cells, IP1 TR-FRET (IP-One), carbachol + lithium; 210,000 tested, 0.35% active;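 further: IP1 builds up when IMPase is blocked and the TR-FRET signal falls; plate controls were basal vehicle for no effect and high inhibitor control for full effect; nearly all actives have a fitted effect of over 50% in size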
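IP1 accumulation measured by competitive TR-FRET in lysed CHO-M1 cells after 30 min compound exposure at 37C, with a small lithium addition to potentiate weak responses. Hill-equation AC50 from ratio and donor-channel data.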
NPSR antagonist – antagonists of human neuropeptide S receptor cAMP signaling; Q6W5P4; CHO-NPSR cells, cAMP TR-FRET, antagonist mode; Potency, µM (titrated, usually from 38.3 µM), for the others: at the highest dose activity change, negative = inhibition, actives largely listed as inhibitors; 220,000 tested, 1% active; further: on the % scale 0 is the no-effect control and ±100 the full control effect; nearly all actives have a fitted effect of over 50% in size; many of its hits are not listed in these tables
Target sequence (Q6W5P4 whole entry, looked up): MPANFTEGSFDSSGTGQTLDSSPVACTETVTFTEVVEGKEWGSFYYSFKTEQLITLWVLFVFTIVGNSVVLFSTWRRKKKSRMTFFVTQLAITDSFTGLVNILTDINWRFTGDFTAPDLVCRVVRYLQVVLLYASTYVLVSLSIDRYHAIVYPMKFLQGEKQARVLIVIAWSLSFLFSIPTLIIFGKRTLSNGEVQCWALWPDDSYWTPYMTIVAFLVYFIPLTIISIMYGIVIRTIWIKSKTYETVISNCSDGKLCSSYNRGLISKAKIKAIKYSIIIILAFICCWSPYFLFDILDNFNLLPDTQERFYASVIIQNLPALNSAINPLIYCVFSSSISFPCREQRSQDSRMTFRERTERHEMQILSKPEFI
An asterisk follows results filed as active; i = inactive; ? = inconclusive; · = not tested or not shown; [ ] = remark or other dose. Unless noted, the call rests on the fitted dose curve; in most records, active means well fitted curve in the direction sought with a large enough effect; inconclusive means small, poorly fitted or top-dose-only effect, or another doubt; inactive means no such curve, though single readings can be large; an effect the other way counts as inactive or inconclusive. Potency means the concentration at half of the fitted maximal effect. An excerpt, so the mix of outcomes need not match the whole.

SMILES	RGS12 GoLoco inh	KinaseGlo FLuc	RECQ1 helicase	JMJD2E inh	Epigenetic derep	SMN2 splice up	IMPase Li inh	NPSR antagonist
CCOc1ccc(Nc2nc(Cc3nnc(SCC(=O)NCc4ccco4)n3CC)cs2)cc1	5.7%	5.0%	i	-5.7%	-1.0%	43.0%	25.5%[38.3 µM]	-8.1%[46.1 µM]
COc1ccc(C2=N[C@H](c3ccccc3)CO2)cc1	-16.8%[88.7 µM]	-14.7%[39.9 µM]	-11.1%[126 µM]	·	12.4%[96.6 µM]	·	-0.7%	·
Cc1ccc(CNC(=O)c2ccc(Cl)cc2[N+](=O)[O-])cc1	5.4%	0.0%	-3.6%	10.4%	-1.8%	-2.6%	4.4%[38.3 µM]	-12.1%[46.1 µM]
CCOC(=O)c1sc(Nc2ccc(C)cc2C)nc1C	8.4%	-6.9%	-11.5%	?	-2.0%	-19.1%	32.2%[activator][38.3 µM]	?
O=C(Nc1nnc(COc2ccc(F)cc2)s1)c1ccco1	5.2%	·	i	-4.1%	2.1%	·	·	-0.9%
CC1(C)C(=O)C2(CCCCC2)C(=O)OC1c1ccc(O)cc1 (stereo not given)	4.2%	-6.9%	-11.1%	5.4%	1.9%	-16.0%	-1.6%[38.3 µM]	-3.6%[46.1 µM]
CC(=O)/C(C#N)=C1\NC(=O)C(Cc2ccc(C)c(Cl)c2)S1 (stereo not given)	-5.4%	·	2.5%	2.7%	-4.3%	·	·	-50.2%
Cc1cccn2cc(CSc3nnc(Nc4ccc(C(C)C)cc4)s3)nc12	-6.7%	1.5%	i	-7.8%	1.0%	-10.6%	-0.8%	7.8%
Cc1cccc(NC(=O)C2(c3ccccc3)CC2(Cl)Cl)c1 (stereo not given)	13.4%	-3.5%	-0.7%	1.0%	6.0%	-4.0%	23.6%[38.3 µM]	?
COC(=O)c1sc(=S)n(-c2cc(F)ccc2F)c1N	6.3%	-2.0%	-4.6%	-12.3%	-0.9%	-10.0%	-7.9%[38.3 µM]	15.9%[46.1 µM]
COc1ccc(-c2noc(Cc3ccc(Cl)cc3)n2)cc1OC	-3.3%	9.3%	-3.2%	9.3%	-2.6%	-18.4%	0.4%	-13.5%
CC(C)CC1(C)NC(=O)N(CC(=O)Nc2ccc3c(c2)CCC3)C1=O (stereo not given)	9.1%	-0.8%	i	-4.7%	-0.2%	?	2.4%	3.5%
CCCOc1ccc(C(CC(=O)O)NC(=O)c2sc3ccccc3c2Cl)cc1 (stereo not given)	14.3%	4.4%	2.3%	-1.8%	-3.1%	·	3.16µM*	-29.0%
Nc1ccc2c(c1)OC1(CCCCC1)O2	3.8%	-1.3%	-4.2%	?	0.1%	-4.6%	3.0%	-8.4%
FC(F)(F)c1ccc(Sc2n[nH]c(C(F)(F)F)n2)nc1	-7.9%	·	-1.4%	3.5%	-3.1%	·	·	1.9%
C/C(=N/NC(=O)c1sc(NS(=O)(=O)c2ccccc2)nc1C)c1ccccc1	·	·	-1.0%	17.5%	-0.9%	·	·	-10.4%[46.1 µM]
CC(NC(=O)OC(C)(C)C)C(=O)Oc1ccc2ccc(=O)oc2c1 (stereo not given)	9.2%	-5.0%	-4.6%	?	2.6%	-2.0%	?	-5.0%[46.1 µM]
COCCn1c(SCC(=O)N2CC(=O)Nc3ccccc32)nc2ccccc21	-1.3%	-0.1%	-5.3%	-4.3%	0.0%	-8.9%	1.8%	14.9%
Nc1nc(-c2ccc3c(c2)CCO3)cs1	5.2%	-0.2%	-11.1%	3.2%	-0.2%	10µM*	-8.9%	8.8%
COc1ccccc1-n1cc(-c2ccc([N+](=O)[O-])cc2)[nH]c1=S	7.6%	·	18.2%	7.2%	1.1%	·	·	-14.5%
COC(=O)c1ccc(Cn2c(CN3CCOCC3)nc3ccccc3c2=O)o1	4.5%	1.1%	i	1.1%	-1.0%	-2.1%	-1.4%[38.3 µM]	-13.9%[46.1 µM]
Cc1nc(N)nc(N/N=C/c2ccccc2)n1	3.6%	·	0.9%	-0.7%	4.5%	·	·	7.7%
Cc1cccc(-n2c(SCC(=O)N3CCCC3)nnc2-c2ccccn2)c1C	-1.1%	2.1%	-4.4%	-1.8%	-1.9%	-14.7%	-6.5%[38.3 µM]	-4.7%[46.1 µM]
Cc1nccn1-c1c([N+](=O)[O-])c(=O)n(C)c2ccccc12	1.1%	·	-6.1%	-8.6%	8.5%	·	·	-14.8%
c1ccc2c(N3CCCCC3)nnc(N3CCCCC3)c2c1	-1.9%	-10.4%	i	4.3%	3.5%	-6.3%	15.5%[38.3 µM]	-25.0%[46.1 µM]

Compound profiles, as listed above. Values in the order: RGS12 GoLoco inh, KinaseGlo FLuc, RECQ1 helicase, JMJD2E inh, Epigenetic derep, SMN2 splice up, IMPase Li inh, NPSR antagonist
`CC1(C)C(=O)C2(CCCCC2)C(=O)OC1c1ccc(O)cc1` (stereo not given) as listed: 4.2%, -6.9%, -11.1%, 5.4%, 1.9%, -16.0%, -1.6%[38.3 µM], -3.6%[46.1 µM]
`Cc1nc(N)nc(N/N=C/c2ccccc2)n1` as listed: 3.6%, ·, 0.9%, -0.7%, 4.5%, ·, ·, 7.7%

The list continues:
SMILES	RGS12 GoLoco inh	KinaseGlo FLuc	RECQ1 helicase	JMJD2E inh	Epigenetic derep	SMN2 splice up	IMPase Li inh	NPSR antagonist
COCCN(C(=O)c1ccccc1F)c1c(N)n(Cc2ccccc2)c(=O)[nH]c1=O	3.3%	-4.2%	-8.0%	5.3%	0.5%	-14.7%	-5.9%	-4.4%
CCOc1ccccc1NC(=O)c1cccc(NC(=O)C(C)C)c1	2.8%	1.7%	i	-0.5%	0.0%	-12.7%	3.0%	0.4%
CC1(C)Cc2c(sc3ncn(N)c(=N)c23)CO1	18.8%	0.0%	-4.3%	-11.4%	-1.0%	0.8%	3.4%[38.3 µM]	-4.4%[46.1 µM]
COP1(=O)C=C[C@H](N(Cc2ccccc2)S(=O)(=O)c2ccccc2[N+](=O)[O-])[C@@H](C)O1 (stereo not given in full)	0.3%	·	8.9%	3.9%	2.4%	·	·	1.0%
N#Cc1ccc(CN2CC[C@@]3(CCCN(C(=O)c4cnccn4)C3)C2)cc1	9.9%	-0.4%	-8.9%	·	·	-9.3%	19.8%	·
CCn1cc(C(=O)N2CC(C)CC(C)C2)c(=O)c2cc(S(=O)(=O)N(C)C)ccc21 (stereo not given)	3.9%	·	i	-2.3%	-1.2%	·	7.2%	-3.5%
C=CCn1c(=O)n(CC=C)c(=O)n(CC=C)c1=O	-16.0%	·	-1.7%	·	·	-2.2%	-2.8%	·
CCOC(=O)c1sc(NC(=O)CSc2nc(C)cc(C(F)(F)F)n2)c(C#N)c1C	-0.3%	1.1%	8.6%	-0.2%	-7.4%	-35.1%[inhibitor]	2.7%[38.3 µM]	7.3%[46.1 µM]
CC(C)CC1(C)NC(=O)N(CCN2C(=O)c3ccccc3C2=O)C1=O (stereo not given)	4.0%	11.0%	i	0.4%	-0.8%	-4.5%	-27.3%[38.3 µM]	-7.5%[46.1 µM]
O=C(NCC1CCCO1)c1ccc2c3n(nc2c1)-c1ccccc1CO3 (stereo not given)	18.9%	·	i	?	-3.0%	·	·	-7.1%
O=C1NC(=O)/C(=C/c2ccc(OS(=O)(=O)c3ccc(F)cc3F)cc2)N1	15.2%	·	-9.6%	5.2%	-0.3%	·	·	36.3%
COCCCNC(=O)c1ccc(CS(=O)(=O)c2ccc(Br)cc2)o1	0.1%	-1.1%	-4.2%	-5.2%	-1.4%	-22.8%	8.1%[38.3 µM]	-1.5%[46.1 µM]
O=S(=O)(Nc1ncccn1)c1ccc(NS(=O)(=O)c2cc(Cl)ccc2Cl)cc1	-3.4%	4.7%	9.1%	1.4%	-1.2%	-6.7%	5.9%	3.0%
Cc1cc(NC(=O)COC(=O)C2CCN(S(=O)(=O)c3c(Cl)cccc3Cl)CC2)no1	4.2%	2.8%	-8.3%	5.7%	-1.4%	-15.3%	22.9%[38.3 µM]	-7.9%[46.1 µM]
CCc1cccc(C)c1NC(=O)C1CCN(C(=O)c2ccc([N+](=O)[O-])cc2)CC1	-1.1%	-3.7%	i	-1.2%	0.0%	-12.2%	5.7%	0.7%
COc1cccc(CNC(=O)C2CCN(S(=O)(=O)N3CCCCC3)CC2)c1	11.5%	-1.6%	-16.1%	0.3%	-1.2%	-2.9%	-1.6%[38.3 µM]	-10.3%[46.1 µM]
O=C(CSc1nnc(CNC(=O)c2ccccc2F)o1)Nc1ccc2c(c1)OCCO2	-2.4%	15.7%	-7.4%	2.2%	-8.6%	-5.3%	23.0%[38.3 µM]	-0.1%[46.1 µM]
Cc1cc(Nc2ccc(F)c(Cl)c2)n2nc(C)nc2n1	-4.0%	-0.8%	-1.3%	-3.1%	-1.7%	-1.4%	-0.8%	5.9%
CCCc1cc(N2CCCC(C(=O)NCC)C2)n2ncnc2n1 (stereo not given)	3.7%	1.6%	i	-2.5%	-3.9%	-1.5%	-7.6%[38.3 µM]	-4.9%[46.1 µM]
CN(NC(N)=O)c1ncc(C(F)(F)F)cc1Cl	-3.1%	1.2%	-9.5%	2.6%	-0.9%	-6.4%	-0.1%	-2.2%[46.1 µM]
Cc1nnc(NC(=O)c2cccc(S(=O)(=O)N3CCc4ccccc43)c2)s1	9.3%	-1.5%	-4.3%	0.4%	10.4%	-1.4%	22.7%[38.3 µM]	1.58µM*
CCn1c(SCc2ccc(C(=O)Nc3cc(C)cc(C)c3)cc2)nnc1-c1ccncc1	1.4%	1.3%	-2.1%	0.8%	2.5%	-56.5%[inhibitor]	27.9%[38.3 µM]	-19.0%[46.1 µM]
CCCOC(=O)c1ccc2c(c1)C(=O)N(c1ccccc1)C2=O	12.7%	-6.0%	-5.8%	0.5%	1.7%	14.6%	-15.4%[38.3 µM]	-19.5%[46.1 µM]
CCc1ccccc1NC(=O)CC1SCCNC1=O (stereo not given)	-10.7%	8.9%	-3.1%	-2.7%	-1.1%	4.5%	0.1%	7.3%
CCCn1nc2cc(C(=O)NCc3ccc(C)cc3)ccc2c1OCC	6.1%	1.5%	9.6%	-2.0%	-3.3%	-0.1%	-22.6%[38.3 µM]	-10.0%[46.1 µM]
O=C1C(Cl)=C(N2CCN(Cc3ccccc3)CC2)C(=O)N1Cc1ccccc1	2.2%	1.8%	i	1.8%	0.0%	-44.7%[inhibitor]	10.8%[38.3 µM]	?
N#Cc1cc2c(nc1SCc1cccc(Cl)c1)CCCCC2	7.0%	-3.4%	-0.5%	2.2%	-2.3%	-15.0%	-0.2%[38.3 µM]	?
